High-throughput results deposited in PubChem BioAssay by Milwaukee Institute for Drug Discovery.
HCV NS3h FP = HCV NS3 helicase inhibitors, primary screen, biochemical, fluorescence polarization, ChemBridge library. Hepatitis C virus NS3 helicase. NS3h Cy5-dT15 DNA binding. inhibition, % at 100 µM. actives 1.6% (n = 16,000). AID 687043, 2013;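 active = inhibition above the average over every tested compound plus 3 SD, cut at about 40% in these data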
Cy5 interf NS3h = Cy5 fluorescence quenchers or enhancers, artefact control for HCV NS3 helicase inhibitor project, biochemical, ChemBridge library, Cy5 readout; Cy5-dT15 DNA with NS3h, fluorescence interference; actives lie on both sides; signal over control mean, under 1 quenches; fluorescence interference ratio at 100 µM; actives 6% (n = 16,000);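 active = compound fluorescence over control fluorescence at most 0.8, a quencher, or at least a set upper limit, an enhancer; inactive = ratio between 0.8 and the set upper limit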
Numbers without * were called inactive. Random draw from the library. Share with any hit: about 7.1%.

mol	HCV NS3h FP	Cy5 interf NS3h
COc1ccc(S(=O)(=O)n2cnc(C)c2)cc1	-1	1
CN(C)/C=C/C=C1C(=O)OC(C)(C)OC1=O	6	0.96
Cc1ccc(-c2nc3n(n2)C(=O)CCS3)cc1	5	0.91
COc1ccccc1-c1cc(-c2ccccc2)nc(SC(C(N)=O)c2ccccc2)c1C#N (centres undefined)	-1	1.1
COc1cc(/C=C(\C#N)c2nc3ccc(C)cc3[nH]2)cc(OC)c1OC(C)=O	4	0.91
CC1=NN(c2ccccc2)C(=O)/C1=C\c1ccc(O)cc1	8	0.94
Cc1ccc(OCCn2c(SCc3nc4ccccc4[nH]3)nc3ccccc32)cc1	8	0.85
CC(Oc1ccccc1)C(=O)Nc1cccc(NC(=O)C(C)Oc2ccccc2)n1 (centres undefined)	14	0.92
CC(=O)Nc1ccc(S(=O)(=O)Nc2cc(C)cc(C)c2)cc1	9	1.1
CCOc1ccc(NC(=O)c2c(NC(C)=O)sc3c2CCCC3)cc1	-5	1.1
COC(=O)C1=C(O)/C(=C/c2cc(C)n(-c3ccc(Cl)cc3Cl)c2C)N=C1C	-2	0.99
Cc1c(C(=O)O/N=C(/N)c2ccc(Br)cc2)cccc1[N+](=O)[O-]	8	1.1
CCOC(=O)c1c(NC(=O)c2cncc(Br)c2)sc(C)c1C	17	0.97
COc1cc2c(cc1OC)C(C)N(C(=O)C1COc3ccccc3O1)CC2 (centres undefined)	12	0.93
COc1ccc(OC)c(NC(=O)CN(c2ccc(C)cc2)S(=O)(=O)c2ccc(OC)c(OC)c2)c1	-7	0.94
CCOC(=O)c1c(-c2ccccc2)oc2ccc(O)c(CN3CCCC3)c12	9	0.85
COc1cc(NC(=O)COc2ccc(C)cc2)ccc1NC(=O)c1ccco1	17	1
COCCNC(=O)CN(c1ccccc1OC)S(=O)(=O)c1ccccc1	0	1.1
CC(C)c1ccc(NC(=O)c2ccc(CN3CCc4ccccc4C3)cc2)cc1	4	1
COc1ccccc1OCCCOc1ccccc1OC	7	0.98
CC(=O)ON=C1c2cc(S(=O)(=O)N(C)C)ccc2-c2ccc(S(=O)(=O)N(C)C)cc21	13	0.61*
CNc1cc([N+](=O)[O-])ccc1N/C=C\C(=O)c1ccc2ccccc2c1	9	1
Cc1ccc(NC(=O)C(=O)NCCc2ccccc2)cc1C	1	0.96
COc1cccc(NC(=O)c2cc(-c3ccccc3)nc3ccccc23)c1	-1	1
O=C(O)CC1S/C(=N\N=C2/C(=O)Nc3ccccc32)N(c2ccc(O)cc2)C1=O (centres undefined)	2	1
O=C(O)CSc1nnc(-c2cccs2)n1-c1ccccc1	-1	1
CCOc1ccc(Nc2nc(-c3sc(NC(=O)CC)nc3C)cs2)cc1	13	0.97
O=C(Cc1ccccc1)Nc1ncc(Cc2ccc(Cl)cc2Cl)s1	1	1.1
O=Cc1ccc(OCc2ccc([N+](=O)[O-])cc2)cc1	49*	0.59*
CCOC(=O)C1=C(C)N(CCOC)C(=O)/C1=C\c1ccc2c(c1)OCO2	8	1
O=C1NC2=Nc3ccccc3NC(c3ccccc3)=C2C(c2ccc(N3CCOCC3)cc2)N1 (centres undefined)	0	1.1
COc1ccc(C(=O)N2c3ccccc3C(N(C(=O)c3cccs3)c3ccccc3)CC2C)cc1 (centres undefined)	20	0.95
COC(=O)c1c(C)oc2ccc(OC(=O)c3ccc([N+](=O)[O-])cc3)cc12	19	0.86
O=C(Nc1ccc(N2CCOCC2)cc1)c1ccc2c(c1)OCCO2	-4	1
O=C1NC(=O)c2ccc3c4c(ccc1c24)CC3	6	0.96
CC(=O)Nc1ccc(S(=O)(=O)N/N=C\c2ccc[nH]2)cc1	2	1.1
CCN(CC)CCCNC(=O)c1nn2c(c1Cl)NC(c1ccc(C)cc1)CC2C(F)(F)F (centres undefined)	4	1
CCOc1ccc(C(=O)Nc2ccc(O)c(-c3nc4ccccc4o3)c2)cc1[N+](=O)[O-]	-36	1.2
CCN1C(=O)/C(=C\c2ccccc2OS(=O)(=O)c2ccc(C)cc2)SC1=S	11	0.96
N#Cc1cn(-c2ccccc2)nc1-c1cccnc1	2	1.1

Copied from the list:
In HCV NS3h FP, CC(=O)Nc1ccc(S(=O)(=O)N/N=C\c2ccc[nH]2)cc1 has 2
In Cy5 interf NS3h, CCN1C(=O)/C(=C\c2ccccc2OS(=O)(=O)c2ccc(C)cc2)SC1=S has 0.96
In HCV NS3h FP, O=C1NC(=O)c2ccc3c4c(ccc1c24)CC3 has 6
In Cy5 interf NS3h, COC(=O)c1c(C)oc2ccc(OC(=O)c3ccc([N+](=O)[O-])cc3)cc12 has 0.86
In HCV NS3h FP, CCOc1ccc(C(=O)Nc2ccc(O)c(-c3nc4ccccc4o3)c2)cc1[N+](=O)[O-] has -36

(next part)
mol	HCV NS3h FP	Cy5 interf NS3h
COc1cc2nc(-c3cccc(C)c3)oc(=O)c2cc1OC	7	1.1
O=C1CC(Sc2ncn[nH]2)C(=O)N1c1cc(Cl)ccc1Cl (centres undefined)	6	1
O=C(CSc1cc(Cl)ccc1Cl)Nc1ccccc1Br	7	0.98
CCOc1ccccc1NC(=O)C(=O)NCc1ccccc1OC	15	1
CCc1nc(-c2ccccc2)nc(C)c1C	7	0.98
O=C(Nc1ccccc1C(=O)Nc1ccccc1I)c1ccccc1	9	1
COC(=O)C1=C(C)N(Cc2ccco2)C(=O)C1	6	0.94
COc1ccc(C)cc1NS(=O)(=O)c1ccc(Cl)cc1	15	1

An excerpt from above in order of length of the SMILES, ascending.
mol	HCV NS3h FP	Cy5 interf NS3h
CCc1nc(-c2ccccc2)nc(C)c1C	7	0.98
O=C(CSc1cc(Cl)ccc1Cl)Nc1ccccc1Br	7	0.98
COc1ccc(C)cc1NS(=O)(=O)c1ccc(Cl)cc1	15	1
COc1cc2nc(-c3cccc(C)c3)oc(=O)c2cc1OC	7	1.1
O=C(Nc1ccccc1C(=O)Nc1ccccc1I)c1ccccc1	9	1

Further records.
mol	HCV NS3h FP	Cy5 interf NS3h
COc1cccc(CN2CCN(Cc3cc(OC)c(OC)c(OC)c3)CC2)c1	-18	1
O=C(Nc1ccc2nn(-c3ccc(Cl)cc3)nc2c1)c1ccccc1I	-14	1.1
Cc1cc(=O)n2ccc(CN(C)C)c(O)c2n1	5	0.62*
CCN(CC)c1ccc(NC(=O)c2ccc(OCc3ccccc3)cc2)cc1	16	0.96
C=CCOc1ccc2c(c1)C(=NO)c1cc(OCC=C)ccc1-2	20	0.81
O=C1NC(c2ccccc2Cl)Nc2sc3c(c21)CCCC3 (centres undefined)	10	0.93
O=C(c1ccccc1Cl)N1CCc2ccccc2C1	10	1.1
O=C(Nc1cccc2nsnc12)c1ccccc1Br	0	1.1

Cc1cc(C)cc(NC(=O)c2ccco2)c1
  HCV NS3h FP: 2	Cy5 interf NS3h: 0.98
O=C(NCc1ccccc1Cl)C(=O)NC1CC1
  HCV NS3h FP: 11	Cy5 interf NS3h: 1
CC(=O)c1cccc(NC(=O)/C=C/c2ccccc2Cl)c1
  HCV NS3h FP: 31	Cy5 interf NS3h: 1.1
COc1ccc(NC(=O)Cc2ccccc2[N+](=O)[O-])cc1
  HCV NS3h FP: 10	Cy5 interf NS3h: 1.1
CN1C(=O)C(=Cc2ccc(OCc3cccc(C(=O)O)c3)cc2)C(=O)N(C)C1=O
  HCV NS3h FP: 6	Cy5 interf NS3h: 1
c1ccc(Nc2nnc(CSc3nc4ccccc4s3)s2)cc1
  HCV NS3h FP: 12	Cy5 interf NS3h: 1.1
CC(=O)CC(=O)Nc1ccc2ccccc2c1
  HCV NS3h FP: 4	Cy5 interf NS3h: 1
Cc1ccc(S(=O)(=O)Nc2ccccc2C(F)(F)F)cc1
  HCV NS3h FP: 6	Cy5 interf NS3h: 0.95
COc1ccccc1N(CC(=O)Nc1ccccc1)S(=O)(=O)c1ccccc1
  HCV NS3h FP: 19	Cy5 interf NS3h: 0.99
CCOC(=O)c1c(-n2c(C)cc(/C=C3\NC(=O)NC3=O)c2C)sc2c1CCCC2
  HCV NS3h FP: 14	Cy5 interf NS3h: 0.99

COc1ccccc1C(=O)Nc1ccc(I)cc1Cl
  HCV NS3h FP: 2	Cy5 interf NS3h: 1
CCC(=O)Nc1ccc(S(=O)(=O)N2CCCCCC2)cc1
  HCV NS3h FP: -9	Cy5 interf NS3h: 0.74*
COc1ccc(NC(=O)CSc2nc(-c3ccccc3)c(-c3ccccc3)o2)cc1
  HCV NS3h FP: 17	Cy5 interf NS3h: 1.1
Cc1ccc(-c2cc(NC(=O)COc3ccccc3)n[nH]2)cc1
  HCV NS3h FP: 30	Cy5 interf NS3h: 0.82
Cc1ccc(N2CC(C(=O)Nc3ccc(C)c(C)c3)CC2=O)cc1 (centres undefined)
  HCV NS3h FP: 1	Cy5 interf NS3h: 1.1
O=C(Nc1cccc2nsnc12)c1ccc(Br)o1
  HCV NS3h FP: 18	Cy5 interf NS3h: 1
O=C(Nc1nnc(C23CC4CC(CC(C4)C2)C3)s1)c1cccs1
  HCV NS3h FP: 12	Cy5 interf NS3h: 1
O=C1/C(=C\c2cccc(C(F)(F)F)c2)SC(=S)N1c1ccccc1
  HCV NS3h FP: 10	Cy5 interf NS3h: 1.1
O=C(COc1ccccc1)N1N=C(c2ccc(Cl)cc2)CC1(O)C(F)(F)F (centres undefined)
  HCV NS3h FP: 10	Cy5 interf NS3h: 0.91
O=C(Nc1ncc(Cc2cc(Cl)ccc2Cl)s1)c1ccccc1Br
  HCV NS3h FP: 6	Cy5 interf NS3h: 1

COc1cccc(CN2CCN(Cc3cc(OC)c(OC)c(OC)c3)CC2)c1OC
  HCV NS3h FP: -10	Cy5 interf NS3h: 0.98
O=C(NC(c1ccccc1Cl)c1c(O)ccc2ccccc12)c1ccccc1 (centres undefined)
  HCV NS3h FP: 13	Cy5 interf NS3h: 1
COCCOC(=O)c1c(C)oc2ccc(OCc3cccc(Br)c3)cc12
  HCV NS3h FP: 22	Cy5 interf NS3h: 0.88
CC(C)Oc1ccc(/C=C(/NC(=O)c2ccccc2)C(=O)NCCCO)cc1
  HCV NS3h FP: 2	Cy5 interf NS3h: 1.2
CC1CC(Nc2ccccc2)c2ccccc2N1C(=O)c1ccc(NS(C)(=O)=O)cc1 (centres undefined)
  HCV NS3h FP: 26	Cy5 interf NS3h: 0.94
CC(C)c1cccc(C(C)C)c1NC(=O)c1cccs1
  HCV NS3h FP: 6	Cy5 interf NS3h: 1.1
O=C(/C=C/c1ccccc1)NC(=S)Nc1cccnc1
  HCV NS3h FP: 18	Cy5 interf NS3h: 1.1
O=C(NC12CC3CC(CC(C3)C1)C2)c1ccc(F)cc1
  HCV NS3h FP: 9	Cy5 interf NS3h: 0.97
O=c1[nH]c(Nc2nc3ccccc3o2)nc2ccccc12
  HCV NS3h FP: -14	Cy5 interf NS3h: 1.1
CCS(=O)(=O)Nc1ccc(Cc2ccncc2)cc1
  HCV NS3h FP: -1	Cy5 interf NS3h: 0.97

Reprinted from the part before: five entries, followed by the next part.
CC(C)c1cccc(C(C)C)c1NC(=O)c1cccs1
  HCV NS3h FP: 6	Cy5 interf NS3h: 1.1
O=C(/C=C/c1ccccc1)NC(=S)Nc1cccnc1
  HCV NS3h FP: 18	Cy5 interf NS3h: 1.1
O=C(NC12CC3CC(CC(C3)C1)C2)c1ccc(F)cc1
  HCV NS3h FP: 9	Cy5 interf NS3h: 0.97
O=c1[nH]c(Nc2nc3ccccc3o2)nc2ccccc12
  HCV NS3h FP: -14	Cy5 interf NS3h: 1.1
CCS(=O)(=O)Nc1ccc(Cc2ccncc2)cc1
  HCV NS3h FP: -1	Cy5 interf NS3h: 0.97
CC(=O)N1CCN(c2nc(-c3ccccc3)c3cc(Cl)ccc3n2)CC1
  HCV NS3h FP: 4	Cy5 interf NS3h: 1.1
Cc1cc(C)c(NC(=O)c2cncc(Br)c2)c(C)c1
  HCV NS3h FP: -1	Cy5 interf NS3h: 1
O=C(Nc1ccccc1)Nc1nnc(SCc2ccc(F)cc2)s1
  HCV NS3h FP: 17	Cy5 interf NS3h: 0.99
Cc1ccccc1C(=O)Nc1cccc(NC(=O)c2ccc(Cl)c([N+](=O)[O-])c2)c1
  HCV NS3h FP: 20	Cy5 interf NS3h: 0.71*
Cc1cc2nc(Nc3nc4ccccc4c(=O)[nH]3)nc(C)c2cc1C
  HCV NS3h FP: 32	Cy5 interf NS3h: 1.1
COc1ccc(C2CC(=O)C3=C(C2)Nc2ccccc2NC3c2ccc(F)cc2)cc1OC (centres undefined)
  HCV NS3h FP: 7	Cy5 interf NS3h: 0.98
Cc1ccc(-c2noc(COc3ccc4ccccc4c3)n2)cc1
  HCV NS3h FP: 6	Cy5 interf NS3h: 1.1
COc1ccc(NC(=O)NS(=O)(=O)c2ccc(C)cc2)c(OC)c1
  HCV NS3h FP: -1	Cy5 interf NS3h: 1.2
CCOC(=O)C1(C)C=C(Nc2cccc([N+](=O)[O-])c2)C(=O)N1c1ccccc1 (centres undefined)
  HCV NS3h FP: 6	Cy5 interf NS3h: 0.98
CSCCOC(=O)C1=C(C)NC(=O)NC1c1ccc(O)c([N+](=O)[O-])c1 (centres undefined)
  HCV NS3h FP: 2	Cy5 interf NS3h: 1.1
